Abeta yeast res: compounds reversing amyloid beta toxicity in yeast | yeast expressing A-beta42, growth rescue, OD600, 48 h; response scale: 0% DMSO, 100% iron-clioquinol control | Potency, µM (highest dose often 46.1 µM), without a hit: at the highest dose growth rescue, most hits filed as activators | actives 0.063% (n = 410,000); further: potency means the concentration at half of the fitted maximal effect; nearly all actives have a fitted effect of over 55% in size
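Yeast growth medium received pinned compounds, then yeast cells expressing toxic A-beta were added; plates incubated at 30 C for 48 hr. Growth read as absorbance at 600 nm, normalized to DMSO and equimolar FeCl3 plus clioquinol controls.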
PLK1 PBD block: PLK1 (human) polo-box domain binding inhibition; P53350; Plk1 PBD binding of FITC phosphopeptide, fluorescence polarization; Potency, µM, without a hit: max response, negative = inhibition, hits mostly inhibitors; actives 2.8% (n = 360,000); AID 720504; further: potency means the concentration at half of the fitted maximal effect; series mostly up to about 57 µM; on the % scale 0 is the no-effect control and ±100 the full control effect; nearly all actives have a fitted effect of over 65% in size
Target sequence (P53350 whole entry, looked up, the tested form may be a part): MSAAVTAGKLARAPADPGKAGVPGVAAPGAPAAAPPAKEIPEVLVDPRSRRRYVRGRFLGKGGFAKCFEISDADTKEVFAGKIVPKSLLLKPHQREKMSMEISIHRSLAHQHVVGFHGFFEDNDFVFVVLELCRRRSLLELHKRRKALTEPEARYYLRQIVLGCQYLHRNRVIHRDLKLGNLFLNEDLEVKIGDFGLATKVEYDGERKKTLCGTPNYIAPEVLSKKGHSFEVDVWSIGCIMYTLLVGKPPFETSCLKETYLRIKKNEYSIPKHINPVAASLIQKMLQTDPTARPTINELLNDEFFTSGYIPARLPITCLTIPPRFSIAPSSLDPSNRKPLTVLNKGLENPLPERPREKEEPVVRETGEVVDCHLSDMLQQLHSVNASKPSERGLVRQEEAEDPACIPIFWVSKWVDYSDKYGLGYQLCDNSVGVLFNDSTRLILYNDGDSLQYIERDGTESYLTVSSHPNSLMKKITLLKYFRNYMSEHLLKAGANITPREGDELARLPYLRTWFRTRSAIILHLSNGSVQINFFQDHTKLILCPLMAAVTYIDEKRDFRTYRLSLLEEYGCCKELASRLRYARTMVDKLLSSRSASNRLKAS
EPAC1 antag: EPAC1 (human) antagonism; EPAC1 GEF assay, Rap1b-BODIPY-GDP exchange fluorescence; Potency, µM (titrated, usually from 115 µM), for the others: at the top dose activity change, negative = inhibition, most hits filed as inhibitors; actives 0.14% (n = 360,000);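 further: potency means the concentration at half of the fitted maximal effect; plate controls were vehicle for no effect and positive control for full effect; nearly all actives have a fitted effect of over 50% in size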
FUS yeast rescue: FUS proteinopathy suppression in yeast | S. cerevisiae FUS-expressing, growth rescue, OD600, 24 h | AID 1347120 | actives 0.24% (n = 390,000) | Potency, µM (highest dose often 76.6 µM), without a hit: top-dose growth rescue (activation), usual class: activators;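 further: potency means the concentration at half of the fitted maximal effect; plate controls were DMSO vehicle for no effect and reference control for full effect; nearly all actives have a fitted effect of over 55% in size; some results filed as inactive show a strong effect at the top dose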
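Quantitative HTS measuring growth restoration of FUS-toxic yeast. Galactose-induced cells (OD 0.005) were exposed 24hr at 30C to compounds at several concentrations, then absorbance at 600 nm was recorded.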
IL2 activator: activates IL-2 in a cell-based reporter assay. IL-2 activation reporter assay, cell-based qHTS; stimulated with anti-CD3/CD4/CD28 beads; in transgenic mouse T cells. activation, % (series mostly up to about 46 µM). actives 0.065% (n = 360,000). AID 652025; in the data active means activation above about 50%; inconclusive means mostly about 30% to 49%; further: 0% is about no effect
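Readout: EGFP and DsRed signals by fluorescent plate cytometry. Unstimulated transgenic mouse T cells received compound 60 min before antibody-bead stimulation, then incubated 18 h at 37 degrees C.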
EPAC1 agonist: EPAC1 (human) agonism. O95398. EPAC1 agonist qHTS, biochemical assay; response scale: 100% = response to 6.5 mM cAMP. Potency, µM (highest dose often 154 µM), inactives show top-dose activation, most hits filed as activators. actives 0.073% (n = 360,000). AID 720707; further: potency means the concentration at half of the fitted maximal effect; nearly all actives have a fitted effect of over 60% in size
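Nucleotide exchange assay: 100 nM EPAC1 with 250 nM Rap1B loaded with BODIPY-GDP and 50 uM GDP, room temperature. Fluorescence (480/540 nm) read every 5 min for 30 min; signal change normalized to 6.5 mM cAMP as full agonist.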
PI5P4Ka inh: blocks human PI5P4K alpha kinase activity. P48426. PI5P4Kalpha enzyme, ADP-Glo luminescence, 60 min; stronger effect = lower value. max response, %. actives 1.2% (n = 330,000). AID 652105; active means max response of -50% or lower; inconclusive means between -30% and -50%; inactive means -30% or higher; further: value at the top dose of about 77 µM; on the % scale 0 is the no-effect control and ±100 the full control effect
Target sequence (P48426 whole entry, looked up): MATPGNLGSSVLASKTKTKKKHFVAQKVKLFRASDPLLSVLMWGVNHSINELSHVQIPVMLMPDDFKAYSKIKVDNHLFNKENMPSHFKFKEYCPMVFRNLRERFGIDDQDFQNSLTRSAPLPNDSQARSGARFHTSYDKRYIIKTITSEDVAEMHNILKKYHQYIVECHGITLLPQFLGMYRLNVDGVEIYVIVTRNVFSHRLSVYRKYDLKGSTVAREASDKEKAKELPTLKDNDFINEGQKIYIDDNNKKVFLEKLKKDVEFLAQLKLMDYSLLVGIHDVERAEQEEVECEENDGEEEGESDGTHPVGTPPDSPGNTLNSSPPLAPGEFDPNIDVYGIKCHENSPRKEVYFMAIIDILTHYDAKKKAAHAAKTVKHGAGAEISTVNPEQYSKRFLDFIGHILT
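qHTS, 1536-well: enzyme/substrate mix, compound by pin tool, 5 microM ATP final; RT 60 min; ADP-Glo reagents 1 (45 min) then 2 (30 min); luminescence.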
WRN inhibitor: inhibitors of human WRN helicase; Q14191; WRN helicase unwinding, fluorescent forked duplex, kinetic; Potency, µM (highest dose often 114 µM), inactives show top-dose activity change, negative = inhibition, most hits filed as inhibitors; actives 0.46% (n = 360,000); AID 651768; further: potency means the concentration at half of the fitted maximal effect; on the % scale 0 is the no-effect control and ±100 the full control effect; nearly all actives have a fitted effect of over 55% in size
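Screening of the MLSMR collection measured strand separation of a quenched forked DNA duplex (100 nM) by 20 nM WRN with 2 mM ATP, all final. Compounds were preincubated with enzyme 15 min at room temperature.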
* hit, by the source's call; u = inconclusive; x = no result given; [ ] = dose if it differs, or a comment. Unless noted, the call rests on the fitted dose curve; in most records, active means well fitted curve in the direction sought with a large enough effect; inconclusive means small, poorly fitted or top-dose-only effect, or another doubt; inactive means no such curve, though single readings can be large; an effect the other way counts as inactive or inconclusive. This is a subset; rates above refer to the full screens.

The line under a structure holds: Abeta yeast res	PLK1 PBD block	EPAC1 antag	FUS yeast rescue	IL2 activator	EPAC1 agonist	PI5P4Ka inh	WRN inhibitor
CCC(=NCCCO)c1c(O)n(-c2ccc(OC)cc2)c(=O)[nH]c1=O
    -16%	-4%	9%	0%	0.0	1%	0	-11%
COC(=O)C1=C(c2ccc(F)cc2OCc2ccccc2)C[C@@H]2CC[C@H]1N2C(=O)NCc1ccc(Cl)cc1
    -1%	1%	-1%	u	-3.2	-10%	10	-34%
CC(C)c1ccc(NC(=O)CCNC(=O)N2C[C@H]3C[C@@H](C2)c2cccc(=O)n2C3)cc1
    -7%	-8%	-12%	3%	0.3	-11%	2	2%
O=C1NCN(c2ccccc2)C12CCN(C(c1ccccc1OC(F)(F)F)c1nnnn1C1CCCC1)CC2 (configuration not stated)
    -5%	-1%	-14%	-16%	-0.3	-4%	-9	-3%
COC(=O)C1=C(c2cccc(C#N)c2)C[C@@H]2CC[C@H]1N2C(=O)NC1CC1
    5%	-2%	10%	-23%	-0.9	-11%	-4	-2%
O=c1c2ccccc2nc(-c2ccco2)n1-c1nccs1
    5%	-5%	11%	26%	-3.8	4%	2	-34%[57.1 µM]
CCCC1=C(C(=O)OCC)C2(C(=O)Nc3ccccc32)C(C#N)=C(N)O1 (configuration not stated)
    3%	3%	-3%	22%	-1.5	-2%	x	4%
COc1cccc2c1C(=O)c1c(O)c3c(c(O)c1C2=O)CC(O)(C(C)=NO)CC3OC1CC(N)C(O)C(C)O1 (configuration not stated)
    -7%	u	10%	x	0.4	6%	1	2.7µM*
CN1CCN(c2ccc3nccnc3c2)CC1
    0%	-7%	-14%	-5%	-0.8	10%	2	-17%
CCN(c1ccc(C)cc1C)S(=O)(=O)c1nnc(NC(=O)c2ccco2)s1
    0%	27µM*	-9%	18%	-2.2	-20%	-26	-6%[57.1 µM]
C[C@H]1CC[C@@H]2[C@@H](C)[C@H]3[C@H](C[C@H]4[C@@H]5CC=C6C[C@@H](O[C@@H]7O[C@H](CO)[C@H](O)[C@H](O[C@@H]8O[C@H](CO)[C@@H](O)[C@H](O)[C@H]8O)[C@H]7O[C@@H]7O[C@@H](C)[C@H](O)[C@@H](O)[C@H]7O)CC[C@]6(C)[C@H]5CC[C@]34C)N2C1
    -4%	12%	10%	u	-0.5	-25%	1	10%
CN1CCN(c2ncnc(Cl)c2N)CC1
    18%	-1%	-8%	71%	-0.1	0%	-3	-6%
COc1ccc(NP2(=O)NCCCN2)cc1
    0%	2%	10%	-22%	-0.6	9%	-1	6%
Cc1cc2ccccn2c1C(C[N+](=O)[O-])c1c(F)cccc1Cl (configuration not stated)
    -6%	u	-18%	44%	-1.0	-11%	5	-11%
NC(=O)OCCSc1nnc(-c2cccc(C(N)=S)c2)o1
    -8%	-10%	-1%	27%	-3.5	4%	x	-11%
COc1cc2c(ccc3c4cc(OC)c(OC)cc4c[n+](C)c23)cc1O
    -51%[inhibitor]	-6%	-2%	x	-0.3	x	-6	u
COc1cccc(C(c2nnnn2-c2ccc3c(c2)OCCO3)N2CCC3(CC2)C(=O)NCN3c2ccccc2)c1OC (configuration not stated)
    8%	-8%	3%	u	0.3	0%	0	4%
O=c1[nH]c2ccccc2n1C1CCN(Cc2ccc(-c3[nH]c4cc5ncnc5cc4nc3-c3ccccc3)cc2)CC1
    -9%	-2%	-17%	24%	-1.0	-1%	-19	-2%
COc1ccc(S(=O)(=O)N2CCOCC2)cc1NC(=O)COC(=O)Cc1ccccc1
    4%	-11%	-11%	11%	0.6	1%	5	-5%
CC(C)CC12CN3CCN(CC(C3)C1O)C2 (configuration not stated)
    -41%	3%	-8%	x	-0.1	-2%	-2	-8%

Some of these compounds in order of SMILES length, descending.
The line under a structure holds: Abeta yeast res	PLK1 PBD block	EPAC1 antag	FUS yeast rescue	IL2 activator	EPAC1 agonist	PI5P4Ka inh	WRN inhibitor
CCC(=NCCCO)c1c(O)n(-c2ccc(OC)cc2)c(=O)[nH]c1=O
    -16%	-4%	9%	0%	0.0	1%	0	-11%
COc1cc2c(ccc3c4cc(OC)c(OC)cc4c[n+](C)c23)cc1O
    -51%[inhibitor]	-6%	-2%	x	-0.3	x	-6	u
COc1ccc(NP2(=O)NCCCN2)cc1
    0%	2%	10%	-22%	-0.6	9%	-1	6%

The listing continues.
The line under a structure holds: Abeta yeast res	PLK1 PBD block	EPAC1 antag	FUS yeast rescue	IL2 activator	EPAC1 agonist	PI5P4Ka inh	WRN inhibitor
COC(=O)C1=C(c2cccc(OC)c2OC)C[C@@H]2CC[C@H]1N2C(=O)N1CCC(O)CC1
    -2%	-5%	-1%	-15%	0.4	6%	-3	1%
COC(=O)N1C(c2ccccc2)C1c1ccccc1 (configuration not stated)
    -10%	-8%	-16%	-4%	-0.3	-1%	2	-26%
Cc1ccc2[nH]c(C)c(CCNCc3ccco3)c2c1
    x	-11%	-14%	-7%	0.0	11%	0	-6%
O=C(O)c1c[nH]c2ccc(S(=O)(=O)N(CCCl)CCCl)cc12
    -1%	-4%	3%	12%	-1.6	-7%	-17	23%
CCC(=O)N1CCN(CCN=Cc2c(O)n(C)c(=O)n(C)c2=O)CC1
    6%	1%	-20%	21%	-1.6	-1%	1	-7%
COc1ccc(C2(C#N)CC[N+](C)(C)CC2)cc1
    0%	-7%	12%	-19%	-0.4	6%	-8	7%
O=C(Cn1nc(Cc2cccnc2)c2ccccc2c1=O)N1CCC2(CC1)OCCO2
    -6%	4%	11%	10%	-0.9	10%	x	4%
Cc1ccc(-c2cc(C(=O)N3CCC4(CC3)OCCO4)no2)cc1
    19%	-7%	-9%	2%	-0.2	7%	5	8%
CCOc1ccc(N2C(=O)NC(=O)/C(=C\c3ccc(N4CCOCC4)cc3C)C2=O)cc1
    4%	6.7µM*	-8%	30%	-2.0	-4%	-4	-7%
COC(=O)C1=C(c2ccc3ccccc3c2)C[C@@H]2CC[C@H]1N2C(=O)NCc1ccc(C(F)(F)F)cc1
    -10%	-12%	u	29%	-1.7	-10%	17	-2%
CCC(C)NC(=O)c1c(N)n(Cc2ccc3c(c2)OCO3)c2nc3ccccc3nc12 (configuration not stated)
    19%	-9%	u	41%	-0.7	18%	6	-6%
CCCNC(=O)N1[C@H]2CC[C@@H]1C(C(=O)OC)=C(c1cccc(C#N)c1)C2
    -1%	-7%	15%	-17%	0.7	-13%	5	0%
COC(=O)C1=C(c2ccc(OC)c(OC)c2)C[C@@H]2CC[C@H]1N2C(=O)NC1Cc2ccccc2C1
    8%	3%	5%	10%	-0.5	-4%	4	6%
O=C1CC(N2CC2)C(=O)N1c1ccccc1 (configuration not stated)
    6%	-16%	7%	15%	-2.6	-6%	-5	-3%
CN1CC(Br)C(=O)NC1=O (configuration not stated)
    19%	2%	-5%	18%	-0.6	-7%	-5	-5%
COC(=O)C1=C(c2ccc(-c3ccccc3)c(F)c2)C[C@@H]2CC[C@H]1N2C(=O)NCc1ccc(F)cc1
    5%	-11%	-12%	u	-2.5	-12%	4	-21%
Cc1ccc([C@H]2C[C@H](O)[C@@H](n3cc(COC(=O)c4ccccc4)nn3)CN2C(=O)C2CCCCC2)cc1
    -5%	-2%	1%	9%	-3.5	-26%	-8	0%
COCCCn1c(N)c(C(=O)OC(C)COC)c2nc3ccccc3nc21 (configuration not stated)
    8%	-3%	8%	-15%	-0.7	-4%	-4	-21%[57.1 µM]
Cc1ncc(CN2CCCC(C(=O)c3sccc3C)C2)s1 (configuration not stated)
    9%	8%	1%	-18%	1.1	5%	-9	4%
O=C(c1ccccc1)c1cn(CC(=O)N2CCOCC2)c2ccccc12
    22%	24µM*	-18%	-3%	0.1	0%	u	-4%
CCCCC(=O)N/N=C/c1c(O)n(-c2cccc3ccccc23)c(=O)[nH]c1=O
    -6%	0%	-3%	9%	0.0	9%	-1	4%
CCOCC1(CCc2ccccc2)C(=O)NC(=S)NC1=O
    20%	-2%	-14%	16%	-0.7	1%	6	-4%
CC(=O)Nc1ccc(S(=O)(=O)N2Cc3cnnn3-c3ccccc3C2C#N)cc1 (configuration not stated)
    4%	1%	-28%	-20%	-0.4	8%	0	8%
C[C@]12CCC3C(CC[C@H]4C[C@@H](O)[C@H](O)C[C@]34C)C1CC[C@@H]2O (some centres not stated)
    -5%	-1%	17%	8%	0.0	1%	-2	13%
O=c1[nH]c2c(c(=O)n1C1CCCCC1)CCC2
    -14%	-6%	5%	14%	-2.4	5%	x	0%
O=C(Cc1ccccc1)Oc1ccc(N2C(=O)C3CCCCC3C2=O)cc1 (configuration not stated)
    1%	-3%	-21%	-30%	2.2	5%	7	10%
CCN(c1ccc(C(O)(C(=O)OC)C(F)(F)F)cc1)S(=O)(=O)c1ccc(C)cc1 (configuration not stated)
    -31%[inhibitor]	-10%	u	44%	-0.5	16%	x	-20%
Cc1cc(/C=C2\C(=O)NC(=O)N(c3ccc(Cl)cc3)C2=O)c(C)n1-c1cccc(C(=O)O)c1
    4%	27µM*	-25%	27%	-1.7	4%	u	u
COc1cc(C=C2C(=O)NC(=O)NC2=O)cc(OC)c1OC
    6%	11µM*	-9%	-32%	-2.7	-2%	u	1%
NCCc1c[nH]c2ccc(OCc3ccccc3)cc12
    -2%	-18%	-5%	u	-2.4	12%	3	0%
CCCN(CCC)C(=O)Cc1c(-c2ccc(Cl)cc2)nc2c(Cl)cc(Cl)cn12
    -24%	-2%	-13%	-37%	-0.1	-5%	3	1%
C[C@H]1CC[C@@H]2N(C1)C[C@H]1[C@@H]3C[C@H]4[C@@H](CC(=O)[C@H]5C[C@@H](O)CC[C@@]54C)[C@@H]3CC[C@H]1[C@]2(C)O
    2%	-14%	-9%	-29%	-0.6	-9%	-5	-5%
CCOc1ccc(N2C(=O)NC(=O)/C(=C/c3cnc(SC)nc3)C2=O)cc1
    u	11µM*	-6%	19%	-0.5	0%	-30	u
C[C@@H]1O[C@@H](O[C@@H]2C=C3CC[C@@H]4C(CC[C@]5(C)[C@@H](c6ccc(=O)oc6)CC[C@]45O)[C@@]3(C)CC2)[C@H](O)[C@H](O)[C@H]1O (some centres not stated)
    -7%	-20%	-6%	8%	0.5	-7%	-9	-8%
Cc1ccc2c(c1N)C(=O)c1ccccc1C2=O
    -32%	-16%	12%	-30%	2.2	-9%	-1	-10%

Source: PubChem BioAssay (National Center for Advancing Translational Sciences (NCATS))
